# High-throughput results: PubChem, several laboratories
# Salmonella PhoP GFP: inhibitors of PhoP regulon expression, primary screen, Salmonella Typhimurium, GFP reporter (AID 1863); 300,000 tested, 0.16% active; S. Typhimurium PhoP-regulated promoter GFP reporter, 4 h; higher % means a stronger effect; inhibition, % at 50 µM, or IC50 in µM where a hit was titrated;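 active = inhibition over 29.93%, a cutoff 3 SD above the screen mean, later confirmed by dose response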;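 also: 0% = low Mg2+ inducing control and 100% = high Mg2+ repressing control; strong numbers were not always called active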
# Insulin prom up: MIN6 insulin promoter up-regulation; z-score at 5 µM; AID 1625; 190,000 tested, 0.3% active; MIN6 insulin promoter-GFP reporter, high-content imaging; stronger effect = higher value;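 active = z-score above 3 at 5 µM with at least 500 cells counted in the well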
# bCat nuc transl: alters nuclear translocation of beta-catenin in HeLa cells | 190,000 tested, 0.3% active | AID 1665 | immunofluorescence imaging | nuclear translocation activity, % at 5 µM;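 active = nuclear translocation activity above 50% at 5 µM, with a well cell count of 50 or more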;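 also: per-cell ratio of nuclear to cytoplasmic median beta-catenin stain intensity; plate controls were DMSO negative control for no effect and GSK-3 inhibitor IX positive control for full effect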
#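 System: HeLa cells, endogenous beta-catenin; compound dosing: 5 µM primary single dose, 0.1% DMSO, 0.02–20 µM confirmation series; incubation: 24 h compound exposure at 37°C, 5% CO2; signal: beta-catenin immunofluorescence imaging with DAPI; evaluation: % activation, nuclear-to-cytoplasmic median beta-catenin signal ratio per cell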
# T cell modulator: modulates CD8 T cell binding to vesicles; calls only at 7 µM; 330,000 tested, 0.068% active; 2C CD8+ T cell-vesicle binding, flow cytometry; stronger effect = lower value; AID 2052;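 active = response, share of CD8 T cells binding vesicles, and their 90th percentile fluorescence all below set limits, cut at about 80% in these data, passing the limit was not always enough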
#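 Also added: QL9-peptide-loaded Drosophila micro-vesicles bearing Ld, ICAM-1 and B7-1; Test system: purified 2C TCR transgenic mouse naive CD8+ T cells; Measured by: cytometric PE anti-B7-1 and Alexa647 anti-CD8 signals after 1% paraformaldehyde fixation; Timing: binding step 1.5 h, 37 °C, antibody labelling 20 min, ice.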
# CSM14.1 death rescue: rescue of cells from ER stress-induced death, primary screen, 384-well, CSM14.1, thapsigargin, ATP luminescence (AID 1222). one-dose cellular ATP content (survival), % at 20 µM; EC50 in µM for titrated hits. CSM14.1 thapsigargin-induced death rescue, ATP luminescence; higher % means a stronger effect. 190,000 tested, under 10 active;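 active = EC50 below 50 µM in the dose-response confirmation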;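 also: death triggered by thapsigargin at about 15 µM added after 2 h compound pretreatment; cell ATP read after overnight thapsigargin exposure of roughly 18 to 22 hours; normalized against plate controls of thapsigargin alone and 5% DMSO vehicle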
# Hep lipid drop: modulators of hepatic lipid droplet formation; AML12 mouse hepatocytes, oleate lipid droplets, BODIPY imaging; 240,000 tested, 0.4% active; AID 1656; inhibition, % at 6.5 µM;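 active = lipid droplet intensity inhibited by at least 50%, with more than 500 cells counted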
#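 Technique: fluorescence imaging, 20x objective, two fields per well / Assay system: AML12 hepatocytes (mouse) / Measure: % inhibition of lipid droplet signal / Doses: 6.5 µM single-point dosing / Incubation: overnight exposure / Reagent: 100 µM oleic acid challenge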
# Insulin prom up cell count: recorded beside Insulin prom up, whose call it bears; cell count; measured here: cytotoxicity, nuclei count;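 total cells summed across four imaged fields per well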
# Hep lipid drop cells 6.5 µM: recorded beside Hep lipid drop, whose call it bears; cell count; measured here: cell count, cytotoxicity flag;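 cells counted across two imaged fields per well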
# bCat nuc transl cell count 5 µM: second read-out of bCat nuc transl, no call of its own (marks repeat the call); cell count; measured here: cell count, cytotoxicity flag
# T cell modulator vesicle-bound %: further read-out of T cell modulator, marked with its call; double positive events, %; measured here: CD8+ vesicle-bound cell fraction;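 binding gate set so that unloaded-vesicle control wells show 10% double positive cells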
# The depositor's hits bear a star; i = inactive; / = no result given; + = active, no number.
# Below each SMILES – Salmonella PhoP GFP, Insulin prom up, Insulin prom up cell count, bCat nuc transl, bCat nuc transl cell count 5 µM, T cell modulator, T cell modulator vesicle-bound %, CSM14.1 death rescue, Hep lipid drop, Hep lipid drop cells 6.5 µM
Cc1ccccc1NC(=O)c1c(O)c2cccc3c2n(c1=O)CCC3
→ /, 0.35, 1205, -1.7, 1146, /, /, -0.7%, /, /
CCOc1cc(NC(=O)C2CC2)c(OCC)cc1NC(=O)c1cccnc1
→ /, -0.47, 1043, 0.4, 1140, /, /, -1.1%, /, /
CCN1CCN(c2ncnc3c2oc2nc(C(C)C)c4c(c23)CCC4)CC1
→ /, -1.24, 1235, -5.7, 961, /, /, 1.2%, /, /
Cc1ccc(-n2nc(C)c(C3C(C#N)=C(N)OC4=C3C(=O)CC(C)(C)C4)c2Cl)cc1 (stereo not drawn)
→ /, 0.18, 1135, -5.5, 993, /, /, -2.6%, /, /
COc1cc(C2c3c(oc4ccc(C)cc4c3=O)C(=O)N2c2cc(C)ccn2)cc(OC)c1OC (stereo not drawn)
→ /, 0.41, 1300, -4.7, 1017, /, /, -0.6%, /, /
COc1ccc(CSc2nnc3n(C)c(=O)c4c5c(sc4n23)CCCC5)cc1
→ /, 0.05, 1329, -1.8, 1139, /, /, -1.5%, /, /
COc1cc(-c2nc(-c3ccc(-c4ccccc4)nc3OC)no2)cc(OC)c1OC
→ /, -1.27, 1468, -0.8, 1020, /, /, 1.2%, /, /
Cc1nc(SCc2nnc(-c3ccc(Cl)cc3)o2)c2c3c(sc2n1)CCC3
→ /, -0.07, 1126, -7.2, 1066, /, /, -0.1%, /, /
Cc1cc2nc(NC3=NCN(CCN4CCOCC4)CN3)nc(C)c2cc1C
→ /, -1.2, 861, 1.5, 688, /, /, -2.5%, /, /
CCOc1ccc2nc(NC3=NCN(Cc4ccco4)CN3)nc(C)c2c1
→ /, -0.52, 1149, -1.3, 1139, /, /, -1.3%, /, /
CC1CCCN(S(=O)(=O)c2ccc(S(=O)(=O)N3CCCN(Cc4ccccc4)C3)cc2)C1 (stereo not drawn)
→ /, -0.29, 909, 4.5, 1139, /, /, 0.9%, /, /
CCOC(=O)c1cc2c(=O)n3cc(C)ccc3nc2n(Cc2cccnc2)c1=N
→ /, 0.19, 1156, -5.4, 844, /, /, 0.0%, /, /
Cc1ccc(S(=O)(=O)c2cc3c(=O)n4cccc(C)c4nc3n(Cc3ccco3)c2=N)cc1C
→ /, 0.59, 1295, -0.8, 1370, /, /, 5.5%, /, /
COc1ccc(Br)cc1C1NC(=O)c2c(sc3c2CCN(C)C3)N1 (stereo not drawn)
→ /, -0.08, 1228, -0.1, 1144, /, /, -1.3%, /, /
COc1ccccc1N1CCN(C(=O)c2oc3ccccc3c2C)CC1
→ /, 1.57, 1393, -1.6, 599, /, /, -0.9%, /, /
CSC1=C(C#N)C(c2ccccc2Cl)C2=C(CCCC2=O)N1 (stereo not drawn)
→ /, 0.06, 1039, -0.2, 1146, /, /, 2.8%, /, /
Cc1sc2nc3n(c(=O)c2c1C)Cc1ccccc1-3
→ /, -0.57, 1285, 0.6, 700, /, /, -1.0%, /, /
Cn1c(=O)c(C(=O)Nc2cnccn2)c(O)c2ccccc21
→ /, -0.42, 1125, -2.3, 1100, /, /, -0.9%, /, /
c1ccc(N(c2ccccc2)c2nc(N3CCOCC3)nc(N3CCOCC3)n2)cc1
→ /, 0.14, 1032, 0.8, 1217, /, /, -0.4%, /, /
CN(C)CCCN1C(=O)C(=O)/C(=C(/O)c2ccc(OCc3ccccc3)cc2)C1c1cccnc1 (stereo not drawn)
→ /, 0.87, 1255, -4.3, 948, /, /, 1.5%, /, /
CCc1cc2c(=O)c(-c3cscn3)coc2cc1OC
→ /, -0.11, 1237, -8.9, 1028, /, /, -2.4%, /, /
Clc1ccc2nc(NC3=NCN(CCN4CCOCC4)CN3)nc(-c3ccccc3)c2c1
→ /, -2.66, 843, -0.1, 1037, /, /, -6.1%, /, /
Cc1nc(NC2=NCN(Cc3cccnc3)CN2)nc2ccccc12
→ /, -0.67, 1060, 0.7, 1135, /, /, -1.6%, /, /
COCCN1CN=C(Nc2nc(C)c3ccc(C)cc3n2)NC1
→ /, -0.19, 1372, -6.0, 908, /, /, -2.6%, /, /
Cc1ccc(OCc2nn3c(-c4n[nH]c5c4CCC5)nnc3s2)cc1
→ /, 1.89, 964, -1.1, 1185, /, /, -1.5%, /, /
O=c1c2c3nc4ccccc4nc3n(-c3cccc(F)c3)c2ncn1Cc1ccc2c(c1)OCO2
→ /, -0.77, 1352, -3.6, 1006, /, /, 13.0%, /, /
Cc1ccc(CN2C(=O)/C(=C3\SC(N4CCOCC4)=NC3=O)c3cc(Br)ccc32)cc1
→ /, -1.46, 1420, -4.7, 897, /, /, 0.4%, /, /
COc1ccc2c(c1)cc(C)c1nnc(SCC(=O)N3CCN(C(=O)c4ccco4)CC3)n12
→ /, /, /, -2.6, 1165, i, 36.9, 0.2%, /, /
CCOC(=O)c1cnc(=O)[nH]c1C
→ /, 0.48, 1304, -4.1, 1046, +, 5.6*, /, /, /
Nc1ncc(Br)cc1S(=O)(=O)NC1CCCCC1
→ 7.4%, /, /, /, /, i, 33.9, /, -2.6, 732
COCCn1c(SCC(=O)Nc2cccc(NC(C)=O)c2)nc2c([nH]c3ccccc32)c1=O
→ 1.6%, /, /, /, /, i, 10.2, /, -5.2, 794
COc1ccc(-c2nc3ccccc3c(=O)n2CCc2ccc(O)cc2)cc1
→ 2.5%, /, /, /, /, i, 51.5, /, 3.5, 833
CCOc1ccc(N=C2NC(=O)CS2)cc1
→ 1.4%, /, /, /, /, i, 50.3, /, 3.2, 820
COc1cccc(C(=O)NN=C2CCCC2)c1
→ 1.1%, /, /, /, /, i, 2.9, /, -1.4, 815
N#Cc1ccccc1S(=O)(=O)N1CCN(S(=O)(=O)c2ccc(Br)c(C(=O)O)c2)CC1
→ 0.9%, /, /, /, /, i, 29.0, /, -34.9, 762
Cc1cccc(OCCC(=O)Nc2ccccc2C(N)=O)c1
→ 10.2%, /, /, /, /, i, 32.2, /, -21.0, 731
CCOc1ccc(CN2CCN(C(=O)c3cccc4ccccc34)CC2)cc1
→ -1.3%, /, /, /, /, i, 49.5, /, 5.7, 822
CC1CCCCC1NC(=O)CCn1c(=O)sc2ccccc21 (stereo not drawn)
→ -12.0%, /, /, /, /, i, 33.9, /, -5.6, 674
COc1ccc(CNC(=O)C2CCCN2C(=O)NCc2ccccc2)cc1 (stereo not drawn)
→ 7.2%, /, /, /, /, i, 40.1, /, 12.2, 807
COc1ccc(NC(=O)NC2(C(=O)N3CCCC(C)C3)CCCCC2)cc1 (stereo not drawn)
→ -1.9%, /, /, /, /, i, 28.9, /, -0.2, 804
CC(C)(C)SC(=O)CC1NS(=O)(=O)OCC1NC(=O)OCC(Cl)(Cl)Cl (stereo not drawn)
→ -1.1%, /, /, /, /, i, 15.9, /, 9.4, 825
O=C(CN(Cc1ccc(F)cc1)C(=O)CNS(=O)(=O)c1ccccc1)NCC1CCCO1 (stereo not drawn)
→ -6.7%, /, /, /, /, i, 32.1, /, 0.5, 809
Cc1cc(F)ccc1S(=O)(=O)NCC(c1cccnc1)N1CCc2ccccc21 (stereo not drawn)
→ -0.2%, /, /, /, /, i, 18.3, /, -2.0, 771
O=C(NC1CCCC1)C(=O)c1c[nH]c2ccccc12
→ 8.8%, /, /, /, /, i, 8.9, /, -6.6, 786
CCc1nnc(NC(=O)COc2ccc3c(c2)OCO3)s1
→ 1.1%, /, /, /, /, i, 17.3, /, -10.8, 879
Cc1ccc(C(C)NC(=O)c2ccc3c(c2)OCCO3)cc1C (stereo not drawn)
→ 2.3%, /, /, /, /, i, 9.0, /, -4.0, 791
Cc1ccc(C)c(S(=O)(=O)Nc2ccc(C(=O)N3CCCCC3)cc2)c1
→ -4.9%, /, /, /, /, i, 17.5, /, -20.2, 676
O=C1/C(=C/c2ccco2)SC(=S)N1CCC(=O)N1CCCCC1CCO (stereo not drawn)
→ -7.9%, /, /, /, /, i, 21.7, /, -10.3, 757
Cc1ccc(/C=C2\C(=O)NC(=O)N2C)o1
→ 10.1%, /, /, /, /, i, 2.3, /, 0.7, 833
COc1ccc(OC)c(NC(=O)c2sc3ncnc(N4CCN(c5ccccn5)CC4)c3c2C)c1
→ -11.3%, /, /, /, /, i, 26.1, /, -14.0, 719

# Additional entries follow:
# Below each SMILES – Salmonella PhoP GFP, Insulin prom up, Insulin prom up cell count, bCat nuc transl, bCat nuc transl cell count 5 µM, T cell modulator, T cell modulator vesicle-bound %, CSM14.1 death rescue, Hep lipid drop, Hep lipid drop cells 6.5 µM
Cn1c(=O)oc2cc(S(=O)(=O)NCCC(=O)N3CCN(c4ccccc4)CC3)ccc21
→ 7.6%, /, /, /, /, i, 1.8, /, -6.7, 640
O=C(Nc1ccc2c(c1)C(=O)OC2)c1ccc(Cl)cc1
→ 1.1%, /, /, /, /, i, 21.5, /, -1.9, 809
COc1ccccc1OCc1cc(C(=O)N2CCN(C)C(c3ccccc3)C2)no1 (stereo not drawn)
→ -3.6%, /, /, /, /, i, 66.2, /, -2.6, 801
Cc1ccccc1N(C(=O)CS(=O)CC(=O)Nc1ccc(F)cc1)C(C)C(=O)NC(C)(C)C (stereo not drawn)
→ -0.5%, /, /, /, /, i, 24.9, /, 1.9, 768
O=C(CSc1ccc2nnc(-c3ccccn3)n2n1)Nc1ccccc1F
→ -6.1%, /, /, /, /, i, 34.7, /, -23.9, 728
CCCN1CCC(NC(=O)CC2C(=O)NCCN2Cc2ccccc2C)CC1 (stereo not drawn)
→ 0.3%, /, /, /, /, i, 10.7, /, 3.9, 846
COc1ccc(CN2CCCCCC2)cc1
→ -6.8%, /, /, /, /, i, 39.3, /, -6.5, 773
Cc1ccc(C)c(N2C(=O)C3C4C=CC(CC4)C3C2=O)c1 (stereo not drawn)
→ -3.3%, /, /, /, /, i, 41.3, /, -7.3, 779
CCOc1ccccc1NC(=S)N1CCN(c2cccc(C)c2C)CC1
→ -2.1%, /, /, /, /, i, 14.9, /, -21.0, 777
Cc1csc(NC(=O)CCC(=O)N(CC(=O)NC2CCCC2)Cc2ccccc2)n1
→ -4.4%, /, /, /, /, i, 10.8, /, -10.2, 757
O=C(N/N=C/c1ccncc1)c1cc(C2CC2)nc2ccccc12
→ 5.1%, /, /, /, /, i, 13.7, /, -8.1, 737
COc1cccc(CNC(=O)c2ccccc2-c2ccccc2C(=O)O)c1
→ -5.0%, /, /, /, /, i, 37.4, /, 1.7, 816
COc1ccccc1-c1coc2c(CN3CCC(C)CC3)c(O)ccc2c1=O
→ -5.8%, /, /, /, /, i, 42.9, /, -2.1, 797
O=C(NCCOC(=O)c1ccccc1)c1ccc([N+](=O)[O-])cc1
→ -7.9%, /, /, /, /, i, 58.1, /, -1.4, 851
Cc1nc2nc(SCC(=O)NCCCN3CCCCCC3)nn2c(C)c1Cc1ccccc1Cl
→ 1.7%, /, /, /, /, i, 44.9, /, -0.8, 677
O=C(Nc1n[nH]c(=S)s1)c1ccc2ccccc2c1
→ -1.8%, /, /, /, /, i, 15.2, /, -35.9, 652

# Not all compounds are listed, so the mix of outcomes need not match the whole.
